Assay outcomes from PubChem BioAssay.
Bcl-xL primary: inhibitors of human Bcl-xL, primary screen, biochemical, fluorescence polarization, HTS. GST-Bcl-xL / FITC-Bim BH3 peptide fluorescence polarization. 320,000 tested, 0.7% active. inhibition, % at 10.9 µM. Bcl-2-like protein 1 (Homo sapiens), Q07817;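 active = inhibition above the mean of all tested compounds plus 3 SD, cutoff set per campaign, cut at about 30% in these data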;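 note: 0% = DMSO wells and 100% = unlabeled Bim-BH3 peptide competitor; inhibitors lower millipolarization by displacing the labeled peptide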
GLD-1 RNA inh: GLD-1/TGE RNA complex disruptors, primary screen, biochemical, fluorescence polarization. purified GLD-1 + fluorescein TGE RNA. inhibition, % at 5.96 µM. 320,000 tested, 0.44% active;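 active = percent inhibition above a per-plate cutoff, the plate mean of test compounds plus 3 SD, cut at about 30% in these data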;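 note: 0% = DMSO wells with GLD-1 and probe and 100% = wells lacking GLD-1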
Efflux pump mplx: inhibitors of Candida efflux pumps in yeast, primary screen, S. cerevisiae, Nile Red, multiplex; 330,000 tested, 0.44% active; S. cerevisiae Candida pump triplex; AID 485275, 2010; inhibition, % at 10 µM;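 active = plate passing quality check with inhibition over a set limit, or well fluorescence over plate mean plus 4 SD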;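 note: Nile Red retained in pooled yeast measured as flow cytometry median fluorescence; 0% = buffer negative control and 100% = Enniatin B positive control; higher means more Nile Red kept so more efflux inhibition; some compounds called inactive have numbers as strong as hits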
GRK2 aptamer HTS: compounds blocking aptamer binding on GRK2 – biochemical, human GRK2, bead flow cytometry, HTS, primary screen. Beta-adrenergic receptor kinase 1 (Homo sapiens), P25098. inhibition of aptamer binding, % at 10 µM. 330,000 tested, 0.59% active. FAM-aptamer displacement from GRK2;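 active = inhibition of aptamer binding above 40%, roughly 3 SD of noise, on plates passing a quality check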;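 note: median bead fluorescence of bound FAM aptamer so fluorescent compounds give negative values; no value below 0 was filed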
MEX-5 binding: MEX-5 zinc finger RNA-binding disruptors – biochemical, C. elegans, fluorescence polarization, MLPCN library, primary screen. 300,000 tested, 0.38% active. Zinc finger protein mex-5 (Caenorhabditis elegans), Q9XUB2. MEX-5/FITC-TCR2 RNA binding; hits give low values. activity score (negative = inhibition of binding), % at 10 µM;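 active = inhibition past about -25% in most replicates, and total fluorescence under double the plate's negative control median, limit read from the data; inconclusive = replicates evenly split on the limit, or fluorescence at least double controls; inactive = too little inhibition in most replicates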;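 note: 0% = DMSO and -100% = 5 µM competing unlabeled TCR2 RNA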
Target sequence (Q9XUB2 whole entry, looked up): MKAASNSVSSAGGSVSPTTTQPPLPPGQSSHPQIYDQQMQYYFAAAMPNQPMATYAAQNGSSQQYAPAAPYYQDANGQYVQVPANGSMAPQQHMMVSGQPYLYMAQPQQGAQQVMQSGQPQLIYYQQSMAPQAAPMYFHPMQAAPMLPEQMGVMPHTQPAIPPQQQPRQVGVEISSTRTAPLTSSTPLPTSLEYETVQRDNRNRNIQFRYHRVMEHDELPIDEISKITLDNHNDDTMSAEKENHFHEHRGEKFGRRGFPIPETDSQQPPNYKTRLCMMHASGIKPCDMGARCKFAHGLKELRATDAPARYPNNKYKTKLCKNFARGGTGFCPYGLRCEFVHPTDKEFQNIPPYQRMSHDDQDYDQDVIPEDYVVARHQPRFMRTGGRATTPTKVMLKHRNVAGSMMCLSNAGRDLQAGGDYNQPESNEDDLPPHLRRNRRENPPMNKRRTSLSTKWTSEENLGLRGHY
Fam108B counter: mouse Fam108B serine hydrolase inhibitors, primary screen, counter-screen for RBBP9 inhibitor project, biochemical, fluorescence polarization | recombinant Fam108B, FP-Rh probe fluorescence polarization | inhibition, % at 9.51 µM | 300,000 tested, 0.33% active;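 active = inhibition above the screen mean inhibition plus 3 SD, computed separately per campaign, cut at about 18% in these data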;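 note: inhibitors lower polarization as less probe binds the enzyme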
MCL1 BIM primary: inhibitors of MCL1 binding to BIM-BH3, primary screen, biochemical, fluorescence polarization. Induced myeloid leukemia cell differentiation protein Mcl-1 (Homo sapiens), Q07820. GST-MCL1 / FITC-Bim-BH3 fluorescence polarization. inhibition, % at 10.9 µM. 320,000 tested, 0.68% active. AID 2057, 2009;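 active = inhibition above the mean inhibition of all tested compounds plus 3 SD, set per campaign, cut at about 40% in these data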;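 note: 0% = DMSO wells and 100% = unlabeled Bim-BH3 peptide control; higher means more loss of mP so more displacement of Bim peptide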
PME-1 primary: PME-1 inhibitors via competitive probe labeling, primary screen, biochemical, fluorescence polarization, FP-Rh probe, HTS. Protein phosphatase methylesterase 1 (Homo sapiens), Q9Y570. recombinant PME-1. inhibition, % at 5.9 µM. 320,000 tested, 0.53% active. AID 2130, 2009;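 active = inhibition above the campaign mean of all compounds plus 3 SD, cut at about 26% in these data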;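 note: competitive labeling of PME-1 active site by serine hydrolase directed probe; 0% = PME-1 with DMSO and 100% = wells lacking PME-1 enzyme; inhibitors block probe labeling so polarization falls and inhibition rises; many of its hits are not listed in these tables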
Target sequence (Q9Y570 whole entry, looked up): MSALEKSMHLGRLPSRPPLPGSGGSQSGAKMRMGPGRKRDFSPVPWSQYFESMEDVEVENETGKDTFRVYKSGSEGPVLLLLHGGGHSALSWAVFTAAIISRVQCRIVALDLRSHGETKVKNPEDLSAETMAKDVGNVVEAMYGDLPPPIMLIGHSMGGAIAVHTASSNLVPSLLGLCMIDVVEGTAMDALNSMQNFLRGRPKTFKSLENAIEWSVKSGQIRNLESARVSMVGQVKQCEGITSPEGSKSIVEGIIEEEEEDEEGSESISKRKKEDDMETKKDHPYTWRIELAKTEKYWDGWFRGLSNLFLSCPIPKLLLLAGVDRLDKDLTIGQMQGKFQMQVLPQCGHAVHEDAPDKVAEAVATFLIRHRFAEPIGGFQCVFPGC
VLA-4 inh: inhibition in human VLA-4 binding assay, primary screen, VLA-4 allosteric modulator project, MLPCN library, flow cytometry, VLA-4 expressing cells; Integrin alpha-4 (Homo sapiens), P13612; 330,000 tested, 0.2% active; AID 2557, 2010; ligand binding flow cytometry; inhibition, % (about 7 µM as worked out from the volumes in the protocol); in the data active = inhibition above about 50%
Starred values were filed as active, the others as inactive; ? = inconclusive; / = not tested or not shown. This is a subset; count on the stated rates, not on these rows.

compound	Efflux pump mplx	GRK2 aptamer HTS	MCL1 BIM primary	MEX-5 binding	Fam108B counter	VLA-4 inh	Bcl-xL primary	GLD-1 RNA inh	PME-1 primary
COC(=O)c1sc(-c2ccccc2)cc1NC(=O)c1ccccc1	-0.2	0.0	0.3	-0.9	0.2	-12.2	3.1	-2.1	0.2
COc1ccc(OCC(=O)N2CCN(C(=O)Cc3ccccc3)CC2)cc1	0.2	0.0	-3.5	-3.3	-2.1	14.8	-0.5	4.0	4.9
O=C(Nc1ncc([N+](=O)[O-])s1)C1CCN(S(=O)(=O)c2cnc[nH]2)CC1	-0.3	1.0	-0.8	-0.8	2.0	1.7	0.2	1.2	3.8
NS(=O)(=O)c1ccc(CCNC(=O)c2ccc3c(c2)OCCO3)cc1	-0.2	0.0	5.0	0.4	3.4	-3.0	5.4	9.6	2.6
COc1ccc(NC(=O)NCc2ccc3c(c2)OCO3)c(OC)c1	0.0	2.0	-3.7	-4.2	-0.8	3.5	-1.3	-3.6	0.0
COC(=O)c1sccc1NC(=S)Nc1ccc(OC)cc1	-0.2	0.0	3.0	1.7	6.7	-8.8	9.0	3.4	-1.2
Cc1cc(NC(=O)c2ccc(F)cc2)n(C)n1	0.0	0.0	3.1	-2.1	0.5	5.3	-2.9	4.0	-0.2
COc1cccc2c1OC1(C)CC2NC(=O)N1c1cccc(C(=O)Nc2ccc3c(c2)OCCO3)c1 (stereo not given)	0.0	3.0	-3.2	0.2	-0.5	-0.6	-0.7	1.6	-0.3
Cc1ccc(S(=O)(=O)NC(=O)NCc2ccc(F)cc2)cc1	0.0	1.0	-1.7	2.2	1.3	-4.8	6.0	0.9	0.1
COc1cccc(-c2sc3ccc(OC)cc3c2-c2ccc(OC)cc2F)c1	0.1	0.0	-4.6	/	/	14.6	-0.5	1.5	2.4
CC(C)COP(=O)(OCC(C)C)C(O)c1ccc(F)cc1 (stereo not given)	-0.5	1.0	-2.3	4.3	1.3	9.1	4.9	2.0	-2.7
CCOC(=O)c1oc2cc(OCC(=O)OC)ccc2c(=O)c1-c1ccc(OC)c(OC)c1	0.0	1.0	1.6	0.4	0.2	8.4	1.6	3.7	3.0
CCOc1ccc(NS(=O)(=O)c2ccc(C(=O)N(CC)CC(=O)NCc3cccs3)cc2)cc1	-0.6	0.0	11.3	-0.1	0.8	11.0	6.6	0.7	-1.1
CCCCNc1ncnc2c1cnn2-c1ccccc1	0.1	0.0	6.2	2.0	-5.5	1.9	3.4	7.8	-3.8
CCOC(=O)c1c(C)[nH]c(C(=O)N2CCc3cc(OC)c(OC)cc3C2)c1C	-0.1	0.0	-4.6	-1.6	0.6	-3.6	9.7	5.2	-0.6
COc1ccccc1C1=CC(=O)CC(C)(C)C1=O	-0.2	2.0	5.6	/	/	8.4	2.8	-4.7	-8.0
O=C(NCC1CCCO1)C(=O)N/N=C/c1ccccc1C(=O)O (stereo not given)	-0.1	1.0	7.0	-0.7	-3.8	6.7	3.5	6.3	-0.9
CN(C)S(=O)(=O)c1cccc(C(=O)NCC(C)(C)CNC(=O)c2cccc(S(=O)(=O)N(C)C)c2)c1	0.4	0.0	-6.0	0.7	-5.6	11.6	0.8	-0.6	-1.6
C=C1[C@@H](OC(C)=O)CC[C@]2(C)[C@@H]1C[C@@H]1C[C@H](OC(C)=O)C(C)=C([C@@H](OC(C)=O)[C@@H]2OC(C)=O)C1(C)C	0.0	2.0	2.0	-4.0	1.7	-4.5	2.1	5.2	4.0
O=C(Cc1ccccc1)Nc1ncnc2c1C(c1ccccc1)c1c(ccc3ccccc13)O2 (stereo not given)	0.1	0.0	/	/	/	17.8	/	-3.3	/
COC(=O)C1=C(C)N(C)C(=O)NC1c1ccccc1 (stereo not given)	-0.1	0.0	-1.8	-0.5	-0.3	2.1	0.9	1.4	-1.7
CCn1c(CNC(=O)COc2c(C)cccc2C)nnc1SCC(=O)Nc1nccs1	0.0	0.0	3.6	-2.1	-0.2	9.4	-3.7	4.1	11.4
CCN(CCn1cccn1)Cc1cn[nH]c1-c1ccc(OC)cc1F	-0.1	2.0	2.3	2.6	-0.7	5.0	1.4	1.9	5.6
CCN(CC)CCCNC(=O)CSc1c2c(nc3cc(Cl)ccc13)CCCC2	-0.1	0.0	8.1	-1.5	-2.4	7.7	6.8	-1.4	1.1
COc1ccc(C(=O)NC(C)c2csc(C)n2)cc1OC1CCN(C(C)=O)CC1 (stereo not given)	-0.1	0.0	-2.8	-2.1	-0.5	5.6	2.5	4.6	2.0
Cc1cc(C)c(C)c(OCCCN(C)C)c1	-1.5	0.0	-0.8	1.2	4.3	8.5	-0.9	8.3	-0.4
Cc1cc(NC(=O)CCCN2C(=O)c3cccc4cccc(c34)C2=O)no1	0.1	2.0	1.6	2.0	-2.5	-0.3	9.1	4.1	-5.0
CC(C)N1C(=O)C(Cc2nc3ccccc3c(=O)n2-c2ccccc2)c2ccccc21 (stereo not given)	-0.1	0.0	-0.4	0.4	-0.7	6.8	-1.8	-14.0	2.6
O=C(N/N=C/CCc1ccccc1)C1CCCCC1	-7.3	1.0	6.1	-0.3	3.7	-0.6	4.1	2.2	2.9
COC(=O)CC1C(=O)NCCN1C(=S)Nc1cccc(C(F)(F)F)c1 (stereo not given)	-0.1	0.0	-1.1	1.5	0.5	0.0	4.8	6.0	4.4
FC(F)(F)c1ccc(N2CCN(c3ncnc4c3nnn4Cc3ccccc3)CC2)nc1	0.0	0.0	0.6	1.4	-1.4	1.1	2.0	4.9	-6.2
O=C(Nc1csc([N+](=O)[O-])c1)Nc1ccccc1Cl	0.0	4.0	5.0	-1.7	-2.4	6.1	6.6	6.1	6.5
N#Cc1ccccc1S(=O)c1ccccc1C(=O)Nc1ccccc1 (stereo not given)	-0.3	3.0	2.5	2.2	0.4	5.3	2.9	4.5	4.3
COc1cc(C(=O)NCC(=O)NC(C)CCc2ccccc2)cc(OC)c1OC (stereo not given)	-0.1	0.0	0.1	-2.3	-3.0	12.8	3.5	8.1	0.2
COCCOC1CCN(C(=O)C2CCC(=O)N(CCc3ccccc3)C2)CC1 (stereo not given)	0.9	0.0	-6.4	1.3	-5.3	-12.4	0.6	4.3	-11.5
S=c1[nH]nc(-c2ccc(Cl)cc2)n1/N=C/c1ccco1	-0.1	0.0	-18.9	0.3	1.0	14.9	-26.3	1.8	-2.9
Cc1ccc(C(=O)/C=C/c2ccccc2[N+](=O)[O-])cc1	-0.2	2.0	9.9	?	0.0	19.5	8.5	-0.3	-3.9
COc1ccc(OCCOC(=O)c2[nH]c(C)c(C(C)=O)c2C)cc1	0.1	0.0	-29.5	0.3	-4.8	-1.8	-14.0	-9.4	5.4
CC(CCc1ccccc1)NC(=O)c1ccc(NC(=O)c2ccccc2)cc1 (stereo not given)	0.0	0.0	18.7	1.7	0.8	7.6	2.5	3.7	-9.0
O=C(Nc1ccc(-c2nc3ccccc3[nH]2)cc1)c1ccc2c(c1)OCO2	0.0	0.0	-11.7	1.5	-10.9	5.6	-6.4	1.2	-11.7
COc1ccc(OCc2cc(-c3ccc(Cl)cc3)no2)cc1	0.0	3.0	-2.4	-1.9	-2.7	4.5	-4.6	5.4	1.3
CCOc1ccc(C(=O)Nc2c3c(nn2-c2cccc(C)c2C)CS(=O)C3)cc1 (stereo not given)	0.0	1.0	6.3	2.8	2.2	-33.7	2.8	-0.8	0.0
O=C(CNc1n[nH]c(=O)[nH]c1=O)N/N=C/C1CC=CCC1 (stereo not given)	0.0	4.0	-0.3	-0.4	-5.8	2.5	3.7	1.0	6.1
CC(C)n1c(N2CCN(C(=O)c3cccs3)CC2)nc2ccccc21	0.3	0.0	1.3	-0.2	-3.4	-2.2	-2.9	1.4	-0.8
CC(=O)NC(CCS(C)(=O)=O)C(=O)Nc1cc(C)on1 (stereo not given)	0.1	0.0	2.2	1.5	-0.8	3.6	1.5	-2.1	-6.3
O=C(Nc1ccc(CN2CCOCC2)cc1)c1ccc(-c2cccc([N+](=O)[O-])c2)o1	-0.2	0.0	-5.1	-0.5	-0.8	-3.7	2.0	11.0	0.8
O=[N+]([O-])c1ccc(NCCNS(=O)(=O)c2ccccc2)cc1	-0.2	0.0	4.5	0.8	-0.5	7.0	2.1	5.4	-0.6
CC1CCCC(NC(=O)c2cccc(S(=O)(=O)NCc3ccccc3)c2)C1C (stereo not given)	0.2	0.0	9.2	/	/	-1.8	3.2	9.3	3.2
COc1ccc(S(=O)(=O)Nc2ccc(S(=O)(=O)N3CCCC3)cc2)cc1	-0.1	0.0	0.4	-1.3	-2.6	19.7	0.2	1.3	-1.7
Cc1ccc(S(=O)(=O)CC(=O)N2CC(C)OC(C)C2)cc1 (stereo not given)	-0.2	0.0	4.9	-3.1	-1.4	9.9	2.2	2.9	6.8
CC(c1ccccc1)C1OCC(C[N+]2(C)CCCCC2)O1 (stereo not given)	-0.1	0.0	-27.8	1.8	-0.1	-1.8	-10.6	6.7	-1.4
NC(=O)NC(CC(=O)NCCc1ccc(S(N)(=O)=O)cc1)c1ccc(Cl)cc1 (stereo not given)	0.3	4.0	-3.6	-0.8	5.4	2.2	-3.3	-3.1	2.1
C/C(CC1CC(COCCC(C)C)OC1=O)=N\NC(N)=S (stereo not given)	-0.2	0.0	0.5	/	1.2	-5.4	-0.9	8.5	4.4
Cc1cccc(CC2CC(=O)N(C3CCCCC3)C2=O)c1 (stereo not given)	0.0	1.0	-0.2	1.1	-1.7	4.1	-3.3	-1.3	-3.5
O=C(Nc1nc(-c2ccc(-c3ccccc3)cc2)cs1)c1cnccn1	0.1	0.0	-1.5	2.7	-6.3	1.6	-4.0	-0.1	-3.7
C/C(Cn1nnc2ccccc21)=N/OC(=O)c1c(F)cccc1F	0.0	0.0	-0.5	-2.3	1.6	13.9	2.3	1.9	0.9
COc1ccc(C(=O)N2CCCC(Nc3ccc(F)c(F)c3)C2)c(OC)n1 (stereo not given)	0.1	2.0	1.8	-0.9	-1.8	-8.5	4.0	-6.1	2.1
Cn1c(=O)c(C(=O)NNC(=O)c2ccccc2Cl)c(O)c2ccccc21	-0.2	0.0	4.0	3.1	3.3	2.6	3.5	0.7	0.1
